# Diaphorase act: diaphorase activation or chemical reduction counter-screen; Diaphorase/resazurin coupled assay, resorufin fluorescence, 16 min; active compounds read high; 1 = vehicle wells, 0 = NADH-free wells; activation factor at 20 µM; 190,000 compounds, 0.005% hits; AID 1229;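 active = diaphorase activity raised at least twofold by the compound at 20 µM; inactive = activation factor below 2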
#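 Assay system: bacterial diaphorase enzyme (C. kluyveri) / Input: enzyme 0.07 U/mL final / Medium: 50 mM HEPES pH 7.4 with 4.542 mM MgCl2, 0.005% Tween 20 / Doses: single compound dose of 20 µM, 1% DMSO final / Incubation: 16 min enzyme reaction, ambient temperature / Signal: fluorescence, excitation 544 nm and emission 590 nm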
# bIAP act: increases bovine intestinal alkaline phosphatase activity | AID 1016 | purified bovine IAP, CDP-star luminescence, 30 min; active compounds read high; fold of DMSO-control signal, blank-subtracted | 200,000 compounds, 0.17% hits | activation factor at 20 µM;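 active = activation factor of 2 or more at 20 µM, a signal rise over negative controls twice the positive control's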
# PMI activator: activators of human phosphomannose isomerase; 190,000 compounds, 0.005% hits; activation factor at 20 µM; P34949; AID 1214; purified human PMI, coupled resazurin fluorescence, 20 min; active compounds read high; 1 = vehicle control, 0 substrate-free wells;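 active = activation factor of 2 or more at 20 µM, relative to plate controls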
# Target sequence (P34949 whole entry, looked up): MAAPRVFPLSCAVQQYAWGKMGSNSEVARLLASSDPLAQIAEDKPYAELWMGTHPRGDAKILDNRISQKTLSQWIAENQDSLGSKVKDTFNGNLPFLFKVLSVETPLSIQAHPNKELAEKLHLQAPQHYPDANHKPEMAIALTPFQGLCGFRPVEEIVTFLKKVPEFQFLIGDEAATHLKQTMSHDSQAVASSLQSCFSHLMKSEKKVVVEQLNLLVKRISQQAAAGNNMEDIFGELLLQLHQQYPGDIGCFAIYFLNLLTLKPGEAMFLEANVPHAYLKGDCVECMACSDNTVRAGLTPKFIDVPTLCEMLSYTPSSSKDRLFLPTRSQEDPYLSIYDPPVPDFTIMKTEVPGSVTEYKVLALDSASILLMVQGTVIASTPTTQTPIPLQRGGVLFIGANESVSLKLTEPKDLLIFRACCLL
# TNAP act hiacc: increases human TNAP activity under high phosphate acceptor concentration. P05186. purified TNAP, CDP-star luminescence, 1 M DEA, 30 min; active compounds read high; 0 = EDTA background, 1 = DMSO-only activity. activation factor at 20 µM. 200,000 tested, under 10 active. AID 1136;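 active = activation factor at least 2 at 20 µM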
# Target sequence (P05186 whole entry, looked up): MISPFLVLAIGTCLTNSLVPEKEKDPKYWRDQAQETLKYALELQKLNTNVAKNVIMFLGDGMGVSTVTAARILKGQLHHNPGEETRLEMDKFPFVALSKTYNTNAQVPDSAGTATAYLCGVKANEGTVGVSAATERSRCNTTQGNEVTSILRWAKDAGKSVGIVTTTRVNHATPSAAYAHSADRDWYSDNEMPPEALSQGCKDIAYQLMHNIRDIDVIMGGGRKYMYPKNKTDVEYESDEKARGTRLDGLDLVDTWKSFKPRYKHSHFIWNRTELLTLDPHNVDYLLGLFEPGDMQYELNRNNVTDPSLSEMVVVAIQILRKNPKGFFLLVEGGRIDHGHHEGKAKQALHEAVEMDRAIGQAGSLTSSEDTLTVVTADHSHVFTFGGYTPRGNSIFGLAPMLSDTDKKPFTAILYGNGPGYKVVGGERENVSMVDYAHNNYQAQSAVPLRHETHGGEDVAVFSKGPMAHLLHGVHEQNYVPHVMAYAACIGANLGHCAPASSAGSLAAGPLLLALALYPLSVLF
#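 Test system – human TNAP · Doses – 20 µM single point · Incubation – 30 min, room temperature · Signal – luminescent substrate turnover signal · Read-out basis – activation factor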
# Diaphorase inh: counter-screen for diaphorase-based assays: diaphorase inhibitors and chemical oxidizers; diaphorase resazurin-to-resorufin fluorescence, NADH, 16 min; bacterial (C. kluyveri) enzyme, not human; inhibition, % at 20 µM; 190,000 compounds, 0.69% hits; AID 1217;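 active = primary screen inhibition at 20 µM above a set limit, cut at about 50% in these data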;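 note: plate controls were DMSO with full reaction for no effect and wells lacking NADH for full effect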
#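 Test system: Clostridium kluyveri diaphorase enzyme / Quantity: diaphorase at 0.14 U/mL in enzyme working solution / Incubation: 16-min room-temperature incubation before reading / Benchmarks: NADH-free wells as positive control, DMSO-only neutral wells / Signal: resorufin fluorescence 544/590 nm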
# TNAP inh hi DEA: blocks human TNAP under high phosphate acceptor concentration; 200,000 compounds, 0.03% hits; purified TNAP, CDP-star luminescence, 1 M DEA; AID 1135; inhibition, % at 20 µM;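 active = over 50% inhibition of tissue-nonspecific alkaline phosphatase at 20 µM in the single-dose screen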;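 note: plate controls were DMSO wells for no effect and EDTA-quenched wells as full inhibition for full effect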
# TNAP inh noacc: blocks human TNAP activity with no phosphate acceptor present; P05186; purified TNAP, CDP-star luminescence, 30 min; inhibition, % at 20 µM; 200,000 compounds, 0.26% hits; AID 1012;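 active = tissue-nonspecific alkaline phosphatase inhibition above about 50% at 20 µM in the single-dose screen, limit read from the data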;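 note: 0% = DMSO negative control and 100% = EDTA positive control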
# bIAP inhibitor: blocks bovine intestinal alkaline phosphatase activity. purified bovine IAP, CDP-star luminescence, 30 min. inhibition, % at 20 µM. 190,000 tested, under 10 active. AID 1019;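 active = over 50% inhibition of intestinal alkaline phosphatase at 20 µM in the single-dose screen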
#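 Assay system: bovine IAP enzyme; medium: DEA buffer 100 mM, pH 9.8, with MgCl2 1.0 mM, ZnCl2 0.02 mM; doses: 20 µM single dose; incubation: enzyme reaction for 30 min at room temperature; detection: CDP-star luminescence signal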
# Lmaj promast: Leishmania major promastigote growth inhibition | Leishmania major promastigotes, resazurin fluorescence viability | inhibition, % at 10 µM | 200,000 compounds, 9% hits; in the data active = inhibition above about 50%;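 note: promastigotes grown with compound for 44 hours at 28 °C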
# PMI act satM6P: activators of human phosphomannose isomerase at near-saturating mannose 6-phosphate; activation factor at 20 µM; AID 1216; P34949; coupled PMI enzyme assay, resazurin fluorescence, 20 min; active compounds read high; 1 = untreated enzyme, 0 = substrate-free blank; 190,000 compounds, 0.34% hits;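 active = activation factor of 2 or more at 20 µM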
#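 Test system: Human PMI in coupled enzyme assay | Input: 15 ng/mL PMI | Medium: HEPES-buffered pH 7.4 with magnesium and detergent | Compound: One concentration, 20 µM, in 1% DMSO | Incubation: Enzyme reaction with compound 20 min at room temperature | Detection: Diaphorase-driven resazurin-to-resorufin fluorescence, excitation 544, emission 590 nm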
# Active calls of the source: *; nt = not tested or not shown.
entry	Compound	Diaphorase act	bIAP act	PMI activator	TNAP act hiacc	Diaphorase inh
1	COCCn1c(=O)[nH]c2cc(C(=O)NCCc3ccc(S(N)(=O)=O)cc3)ccc2c1=O	0.9	1.1	1	1.1	7
2	O=C(Nc1cccnc1)C1CCCN(S(=O)(=O)c2ccccc2)C1 (centres undefined)	0.9	1	1.1	1.1	8
3	CC1CCN(C(C)C(=O)Nc2ccccc2-c2ccccc2)CC1 (centres undefined)	0.9	0.8	0.9	1	9
4	CCc1c(C)nc2c(C#N)c[nH]n2c1=O	0.9	1	0.9	1	12
5	CC(=O)Nc1ccc(S(=O)(=O)N2CCC(c3nc4ccc(C)cc4[nH]3)CC2)cc1	0.9	1.1	1	1	13
6	CC(C)[C@H](NC(=O)Nc1cccc(Br)c1)C(=O)O	0.9	1	1	1	14
7	Clc1ccc(N/N=C/c2cccs2)nn1	0.9	1	1.2	1	8
8	Cc1cc(C)c2c(-n3cccc3)c(NC(=O)OCc3ccccc3)sc2n1	0.8	1	0.9	1	18
9	CCN1C(=O)CC(N2CCN(CC(=O)NC(C)C)CC2)C1=O (centres undefined)	0.9	1	0.9	1	13
10	CC(=O)Nc1cccc2c1C(=O)N(c1ccccc1C)C2=O	0.9	1.1	1	0.9	10
11	COc1cc(NC(=O)c2cccs2)c(C(=O)OCC(=O)c2cc(C)n(-c3ccc(F)cc3)c2C)cc1OC	0.8	0.9	1	1	16
12	Cc1ccc(-c2nnc(N3CCCCC3)c3ccccc23)cc1S(=O)(=O)N1CCN(C)CC1	0.8	1	1	1	24
13	Cc1cccc(N(CC(=O)NC2CCCCC2)C(=O)c2c(C)noc2C)c1	0.8	0.9	0.9	1	22
14	COc1cccc(C2NC(=O)NC(C)=C2C(=O)Nc2ccccc2C)c1 (centres undefined)	0.8	0.9	1	1.1	16
15	CCN(CC)C(=S)NCCc1ccccc1	nt	1.2	nt	1	nt

entry	TNAP inh hi DEA	TNAP inh noacc	bIAP inhibitor	Lmaj promast	PMI act satM6P
1	-8	-13	-13	-8	1.1
2	-8	-12	4	0	1
3	0	-10	18	51*	1.1
4	1	-1	-3	3	0.9
5	-4	-18	-13	-6	1
6	3	-8	0	17	1
7	1	-2	-1	-3	1.4
8	-1	4	0	0	0.9
9	1	-1	0	-1	0.9
10	7	6	-10	2	0.9
11	0	-17	6	90*	1
12	-4	6	1	39	1.1
13	-4	-1	5	-8	0.9
14	-8	-16	10	-5	1
15	0	-4	-20	-6	nt

# Only TNAP inh noacc, Diaphorase act and Diaphorase inh (5 entries from above):
item | canonical_smiles | TNAP inh noacc | Diaphorase act | Diaphorase inh
2 | O=C(Nc1cccnc1)C1CCCN(S(=O)(=O)c2ccccc2)C1 (centres undefined) | -12 | 0.9 | 8
5 | CC(=O)Nc1ccc(S(=O)(=O)N2CCC(c3nc4ccc(C)cc4[nH]3)CC2)cc1 | -18 | 0.9 | 13
12 | Cc1ccc(-c2nnc(N3CCCCC3)c3ccccc23)cc1S(=O)(=O)N1CCN(C)CC1 | 6 | 0.8 | 24
1 | COCCn1c(=O)[nH]c2cc(C(=O)NCCc3ccc(S(N)(=O)=O)cc3)ccc2c1=O | -13 | 0.9 | 7
13 | Cc1cccc(N(CC(=O)NC2CCCCC2)C(=O)c2c(C)noc2C)c1 | -1 | 0.8 | 22

# (cont.)
entry	Compound	Diaphorase act	bIAP act	PMI activator	TNAP act hiacc	Diaphorase inh
16	Cc1ccc(S(=O)(=O)N2CCN(C(=O)CN3CCN(C)CC3)C2)cc1	1	1	1.2	1	1
17	O=C(COc1ccc(Cl)cc1)NCc1nnc(SCC(=O)N2CCCC2)o1	0.8	1	1	1	16
18	Fc1ccc(C(Nc2ccccn2)c2c[nH]c3ccccc23)cc1 (centres undefined)	0.9	0.9	0.9	1	14
19	O=c1c(Cl)c(N/N=C/c2ccc(Br)cc2)cnn1-c1ccccc1	0.9	0.9	0.8	1.1	12
20	Cc1ccc(-c2nnn(CC(=O)N(CC3CCCO3)C(C(=O)NC(C)(C)C)c3ccc(F)cc3)n2)o1 (centres undefined)	0.9	0.9	1	1	10
21	COc1ccc(-n2cccc2/C=C2/NC(=O)N(c3cccc(Cl)c3)C2=O)cc1	0.8	0.9	1	1	24
22	CN(C)C=NC(=O)c1cc(C(=O)c2ccc(F)cc2)c[nH]1	1	0.9	1.1	1.1	3
23	Cc1ccc(/C=C(\CCC(=O)O)c2nc3ccccc3s2)cc1[N+](=O)[O-]	0.8	1	1	1	22
24	COc1ccc(-c2oc(NC(=O)CSc3nncn3C)c(C#N)c2-c2ccc(OC)cc2)cc1	0.9	1	0.9	1.1	12
25	Cc1ccccc1NC(=O)/C=C1\SC(=O)NC1=O	1.1	1.2	1.4	1	-13
26	CCOCCCNc1ncnc2c1[nH]c1ccccc12	0.9	1	0.9	1.1	8
27	Cc1ccc(NC(=O)CSc2n[nH]c(-c3ccncc3)n2)cc1	0.9	1	1	1	12
28	CCOC(=O)c1c(C)[nH]c2c1-c1ccccc1C(=O)C2=O	0.7	1.1	0.7	0.9	27
29	O=C(Nc1c(Cl)cc(Cl)cc1C(=O)NCCN1CCOCC1)c1ccc(Cl)cc1Cl	0.9	1	0.9	1	15
30	CCOC(=O)CSc1nnc(-c2ccccc2OC)o1	0.9	1	1	1.1	10

entry	TNAP inh hi DEA	TNAP inh noacc	bIAP inhibitor	Lmaj promast	PMI act satM6P
16	-4	-1	3	-5	1.1
17	2	-3	5	-6	1
18	-2	-21	12	-4	0.8
19	-14	-17	14	19	1
20	0	-4	11	9	1
21	2	-14	11	2	1.1
22	-5	-2	6	-4	1.1
23	-3	-11	2	-6	0.9
24	-9	-16	-1	5	1
25	-4	-4	-24	3	1.3
26	-6	-14	0	44	1
27	-2	3	-1	-2	1.1
28	8	8	-6	100*	0.4
29	0	-7	-3	3	1
30	-7	-14	2	-4	1

# (next part)
entry	Compound	Diaphorase act	bIAP act	PMI activator	TNAP act hiacc	Diaphorase inh
31	O=C(CNCc1ccccn1)Nc1cc(S(=O)(=O)N2CCCCC2)ccc1Cl	0.8	1.3	0.9	1	17
32	COC(=O)C1=C(CSc2nc3c(cc2C#N)CN(C)CC3)OC(N)=C(C#N)C1c1ccccc1F (centres undefined)	0.8	1	0.9	1	20
33	CC1(CCc2ccccc2)NC(=O)N(CC(=O)Nc2ccc(S(N)(=O)=O)cc2)C1=O (centres undefined)	0.9	1	0.9	1	8
34	Cc1nnc(NC2CCCCC2)[nH]c1=O	0.9	0.9	0.9	1	14
35	Cn1cnnc1SCc1nc(N)nc(Nc2ccccc2)n1	0.9	1	1	1.1	6
36	CCN(CC)S(=O)(=O)c1cccc(NC(=O)/C=C/c2cccc([N+](=O)[O-])c2)c1	0.9	0.5	0.8	1	14
37	COCCNC(=O)c1cc2sc3ccccc3c2s1	0.9	0.9	0.9	1	8
38	CCOC(=O)c1c(NC(=O)CSc2nnc(-c3ccccc3)n2CC)sc(C(C)=O)c1C	0.8	1	1	1	19
39	O=C(CSC1=Nc2ccccc2C2=NC(CC(=O)NC3CCCCC3)C(=O)N12)NCc1ccco1 (centres undefined)	1	1	1.1	1.1	-1
40	Cc1cccc(NC(=O)c2cccc3c2C(=O)c2ccccc2-3)c1	1.1	0.9	0.8	1	-5
41	CCOC(=O)c1cnc(SC)nc1Nc1cccc(F)c1	0.8	0.6	1	1	15
42	CC(C)CSc1nc(N2CCOCC2)c2c(c1C#N)CC(C)(C)SC2	0.7	1	0.9	1.1	34
43	Cc1ccccc1NC(=S)N(CCCN1CCOCC1)Cc1ccccn1	1	1	0.9	1	0
44	COc1ccc(C)cc1N(C(=O)COc1cccc(F)c1)c1nc2ccccc2s1	0.9	0.9	0.8	1	15
45	CCC(CC)c1nnc(NC(=O)Cc2ccccc2[N+](=O)[O-])s1	0.9	1	0.9	1	15

entry	TNAP inh hi DEA	TNAP inh noacc	bIAP inhibitor	Lmaj promast	PMI act satM6P
31	0	-5	-30	-1	0.4
32	3	-10	-3	-4	0.7
33	4	-2	4	-6	0.9
34	-3	-12	5	3	0.9
35	-5	-4	-3	-3	1
36	0	1	48	99*	0.9
37	1	-8	9	-3	0.9
38	-4	-6	-4	1	1
39	-7	3	-4	3	1
40	1	-2	7	-1	1
41	0	-7	40	9	0.9
42	-8	-10	-1	2	0.9
43	-1	-2	-1	65*	1
44	0	-18	9	41	0.9
45	-3	-10	0	16	0.9

# Additional entries follow.
entry	Compound	Diaphorase act	bIAP act	PMI activator	TNAP act hiacc	Diaphorase inh
46	CC(=O)COc1ccc2c(-c3cccc([N+](=O)[O-])c3)cc(=O)oc2c1	0.9	1	0.9	1.1	14
47	Cc1cc(C)cc(NC(=O)CSc2ncc(S(=O)(=O)c3ccccc3)c(=O)[nH]2)c1	0.9	1	1.1	1	8
48	CC(C)c1ccccc1OCC(=O)NN1C(=O)c2ccccc2C1=O	0.9	1.2	0.9	1	13
49	O=[N+]([O-])c1ccccc1/C=N/Nc1nccnc1Cl	0.9	1	1	1	7
50	COCc1nnc(SCC(=O)NCc2ccccc2)n1-c1ccccc1	0.9	0.8	1	1	6
51	S=C(c1ccc(-c2cc(Cl)ccc2Cl)o1)N1CCCCC1	0.8	1	0.8	1	15
52	Cc1ccccc1CS(=O)(=O)c1nnc([C@H](CC(C)C)NC(=O)OC(C)(C)C)o1	0.9	1	1	1.1	12
53	CC(=O)Nc1ccc(OC(=O)c2ccc(Br)c([N+](=O)[O-])c2)cc1	1	1.1	1	1	3
54	CCOc1ncccc1C(=O)N1CCN(C(c2ccccc2)c2ccccc2)CC1	0.9	1.1	1.1	1	7
55	O=C(Nc1cccc(-c2nnc(-c3ccccc3)o2)c1)C1CC1	1.1	1.1	1	1	-7
56	CC(=O)Nc1ccc2c(c1)CCCN2C(=O)c1ccccc1	0.8	0.9	1	1.1	18

entry	TNAP inh hi DEA	TNAP inh noacc	bIAP inhibitor	Lmaj promast	PMI act satM6P
46	-5	-8	-2	10	1
47	-2	0	-2	53*	1.1
48	0	-6	-19	-7	0.8
49	0	-6	1	-5	0.9
50	-3	-13	16	-7	1
51	2	-12	-2	54*	1
52	-5	-11	1	-5	1
53	5	-2	-15	-5	1
54	-5	-5	-10	23	1.1
55	1	-2	-9	10	1
56	-7	-13	8	-3	1

# Compound activity (PubChem BioAssay)
